Bioassay records as filed in PubChem.
SENP7 inh: blocks the human protease SENP7; recombinant SENP7, Z-RLRGG-aminoluciferin luminescence, 40 min; Q9BQF6; 1.5% of 330,000 active; AID 434973; inhibition, % at 5 µM;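 active = inhibition above about 50% at the single test dose, limit read from the data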;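 also: plate controls were DMSO with enzyme for no effect and no enzyme buffer wells for full effect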
SENP6 inh: inhibitors of human SENP6 protease; Q9GZR1; Recombinant SENP6 catalytic domain, aminoluciferin luminescence; inhibition, % at 10 µM; 1.8% of 330,000 active;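 active = inhibition above about 50% at the single tested dose, limit read from the data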;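 also: plate controls were DMSO wells with enzyme for no effect and DMSO wells lacking enzyme for full effect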
Target sequence (Q9GZR1 628-1112 limits assumed): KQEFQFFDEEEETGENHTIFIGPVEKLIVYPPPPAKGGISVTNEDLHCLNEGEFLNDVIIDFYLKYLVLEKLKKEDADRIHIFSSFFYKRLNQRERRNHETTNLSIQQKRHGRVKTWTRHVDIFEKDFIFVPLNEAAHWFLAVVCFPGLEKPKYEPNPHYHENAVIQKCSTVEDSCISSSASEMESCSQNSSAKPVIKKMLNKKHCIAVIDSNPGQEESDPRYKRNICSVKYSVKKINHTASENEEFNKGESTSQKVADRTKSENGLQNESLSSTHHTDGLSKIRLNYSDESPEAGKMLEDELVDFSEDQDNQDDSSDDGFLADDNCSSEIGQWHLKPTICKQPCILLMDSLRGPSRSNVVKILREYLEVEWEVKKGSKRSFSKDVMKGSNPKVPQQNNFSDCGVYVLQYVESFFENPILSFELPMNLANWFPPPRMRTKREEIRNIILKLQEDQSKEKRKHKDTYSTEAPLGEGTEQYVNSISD
ATG4B inhibitor: inhibitors of human ATG4B cysteine protease; ATG4B cleavage of LC3-PLA2, NBD-HPC fluorescence, 1 h; inhibition, % at 8.33 µM; 0.51% of 340,000 active; AID 504462; in the data active = inhibition above about 40%
Target sequence (Q9Y4P1 whole entry, looked up): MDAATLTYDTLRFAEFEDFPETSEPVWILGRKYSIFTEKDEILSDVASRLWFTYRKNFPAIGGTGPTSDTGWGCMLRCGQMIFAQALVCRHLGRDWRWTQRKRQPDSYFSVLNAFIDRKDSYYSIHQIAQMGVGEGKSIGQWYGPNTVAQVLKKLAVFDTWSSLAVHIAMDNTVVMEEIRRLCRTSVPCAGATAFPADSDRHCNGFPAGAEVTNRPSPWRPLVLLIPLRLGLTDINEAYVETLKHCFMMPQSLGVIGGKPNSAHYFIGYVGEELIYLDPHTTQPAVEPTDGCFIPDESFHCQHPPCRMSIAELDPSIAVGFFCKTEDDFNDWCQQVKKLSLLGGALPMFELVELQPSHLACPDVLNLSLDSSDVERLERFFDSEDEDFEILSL
MPTP block: permeability transition pore inhibition; inhibition, % at 10 µM; isolated mouse mitochondria, Ca2+ swelling absorbance, 30 min; 1.4% of 360,000 active; AID 602449;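 active = inhibition of 50% or more, scaled per plate between neutral and stimulator controls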;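 also: 0% = DMSO wells given calcium and 100% = 1 mM EGTA wells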
SENP8 inh: blocks human SENP8 cleavage of Nedd8 substrate | recombinant SENP8, Nedd8 substrate fluorescence | Q96LD8 | 0.64% of 360,000 active | inhibition, % at 20 µM | AID 602440; in the data active = inhibition mostly above about 40%, no sharp cut-off; inactive = mostly below about 27%
PfGluPho inh: PfG6PD (Plasmodium falciparum) enzyme inhibition | 0.78% of 350,000 active | PfGluPho enzyme, NADPH resazurin-diaphorase fluorescence | AID 504690 | inhibition, % at 20 µM;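 active = inhibition reaching at least a set limit at 20 µM in the primary screen, cut at about 59% in these data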;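 also: 0% = DMSO wells with substrate and 100% = DMSO wells lacking glucose-6-phosphate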
HKDC1 inhibitor: inhibitors of human hexokinase HKDC1; Q2TB90; recombinant HKDC1, G6PDH/diaphorase resazurin coupled fluorescence; inhibition, % at 20 µM; 0.16% of 340,000 active;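 active = inhibition above about 35% when tested at 20 µM, limit read from the data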;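 also: plate controls were DMSO wells with enzyme for no effect and DMSO wells lacking enzyme for full effect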
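Assay system – recombinant HKDC1 (HK5) hexokinase enzyme, produced in-house · Input – HKDC1 at 5 µg/mL · Reagent – glucose plus 1 mM ATP as hexokinase substrates · Timing – 90 min reaction incubation at room temperature, dark · Measured by – G6PDH/diaphorase-coupled fluorescence, 1 mM NADP, 100 µM resazurin, 525/613 nm · Benchmarks – DMSO-enzyme wells negative, buffer-substituted wells positive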
NR3A LBD binder: modulators (binders) of human NR3A ligand-binding domain | NR3A LBD differential scanning fluorimetry, Tm shift; 0% = protein alone, 100% = glycine-bound protein | Tm shift relative to glycine control, % at 25 µM | 2.5% of 340,000 active | AID 1259313;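 active = melting temperature shift of at least 10% of the positive control shift, at one fixed dose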
The depositor's hits bear a star; / = no result given.

#	SMILES	SENP8 inh	ATG4B inhibitor	NR3A LBD binder	MPTP block	SENP7 inh	HKDC1 inhibitor	PfGluPho inh	SENP6 inh
1	Cc1ccccc1NC(=O)Cc1nc(CN(C)CC(=O)Nc2cccc(F)c2)cs1	-1	-11	-4	-0.3	5	-4	-3	6
2	CCOC(=O)c1cnc(SSc2ncc(C(=O)OCC)c(N)n2)nc1N	6	18	5	1.1	-12	0	55	-4
3	CCOC(=O)c1sc(N/N=C/c2cc(Br)c(O)c(OC)c2)nc1C	-282	-7	14*	2.0	3	4	37	11
4	Cc1ccc(C(=O)N/N=C/c2ccc(-c3cccc(C(F)(F)F)c3)o2)cn1	-448	-3	-2	4.4	-7	0	14	-13
5	COc1ccc(C2=CSC(/N=C/c3ccc(F)cc3)=NN2)cc1	-41	3	21*	4.2	1	3	44	8
6	CCCc1nc(-c2cc3ccc(C)cc3[nH]c2=O)no1	-238	0	6	1.1	-9	-7	15	-3
7	C=CCn1c(SCC(=O)NC(=O)Cc2ccccc2)nnc1-c1ccccc1F	-3	-7	1	-0.2	1	-3	5	-2
8	O=C(NCCOc1ccc(Cl)cc1)c1ccc2c(c1)OCCO2	14	-2	-1	-0.6	-9	-3	9	-15
9	COc1ccc(C2(c3ccc(OC)cc3)NC(=O)N(CC(=O)Nc3ccc(C(N)=O)cc3)C2=O)cc1	11	-18	1	-1.9	6	-1	10	1
10	Cc1ccccc1-n1c(SCC(=O)Nc2ccc3c(c2)OCO3)nnc1-c1ccccn1	10	-2	1	0.1	-5	4	2	-2
11	COC(=O)c1ccccc1NC(=O)CSc1nnc(CNS(=O)(=O)c2ccc(C)cc2)n1C	17	-6	-1	-4.1	/	-7	26	/
12	S=C1NCN(CCc2ccccc2)CN1	21	3	0	-1.3	-2	-8	-7	3
13	Cc1cc(C)cc(OC(C)c2ccnc3nc(/N=C/N(C)C)nn23)c1 (stereo unspecified)	-311	-11	2	-0.5	-4	-10	1	-9
14	Cn1cncc1COC(=O)c1ccc(Cl)cc1	1	3	-1	-0.5	1	-2	-5	0
15	O=C(Nc1nc2c(s1)COc1ccccc1-2)c1cccs1	-138	-10	-1	18	4	1	-16	0
16	CC(C)c1ccc(S(=O)(=O)N2CCN(CC(=O)c3ccc(O)c(O)c3)CC2)cc1	30	/	/	3.2	8	/	/	11
17	Cc1cc(C(=O)NC(Cc2c[nH]c3ccccc23)C(=O)O)c(C)o1 (stereo unspecified)	0	-5	-2	-0.3	-1	2	-17	-9
18	Cc1ccc(NC(=O)CSc2ccc3c(c2)OCCO3)c(O)c1	5	-5	-1	1.2	4	2	5	5
19	COc1ccc(CNC(=O)c2csc(Cc3ccc(OC)cc3)n2)cc1	21	-8	-2	-1.5	6	-4	5	-8
20	O=[N+]([O-])c1ccc(NCc2ccccn2)nc1	13	-1	0	-0.9	8	0	-10	5
21	CC(C)NC(=O)NC(=O)COC(=O)c1ccc(S(=O)(=O)NCc2ccco2)cc1	12	-11	3	-0.2	0	1	8	-6
22	CCOc1ccc(OCCCC(=O)ON=C(N)c2ccccc2C)cc1	14	12	3	-0.5	6	5	9	14
23	Cc1noc(C)c1C(=O)Nc1nc2ccc(Cl)cc2s1	-48	1	-5	3.5	94*	-3	31	96*
24	Cc1cc(N2C(=O)c3ccccc3C2=O)n(C)n1	16	4	0	0.5	0	2	-12	-7
25	O=C(Nc1ccon1)Nc1ccc(F)cc1F	-1	7	-1	-1.0	0	-5	-5	-5
26	C=C[C@@]1(C)CC(=O)[C@]2(O)[C@@]3(C)[C@@H](O)CCC(C)(C)[C@@H]3[C@H](OC(C)=O)[C@H](O)[C@@]2(C)O1	5	-9	-2	-0.1	-9	2	-2	-13
27	COc1ccc(NC(=O)CC(c2ccc(F)cc2)c2ccc(OC(C)C)cc2)cc1 (stereo unspecified)	9	8	-2	9.6	1	-2	2	7
28	CCOc1ccc(S(=O)(=O)Nc2ccc(C(=O)NCC3(N4CCCCC4)CCCCC3)cc2)cc1	8	-1	1	1.3	-1	6	-16	-19
29	COC(=O)NC1CCC(CC2CCC(NC(=O)OC)CC2)CC1 (stereo unspecified)	15	4	1	38	-2	-1	-15	-2
30	O=C(Cc1cccs1)N/N=C\c1ccc(O)cc1	5	8	-1	-1.2	1	7	-6	-12
31	CC(=O)c1ccc(NC(=O)Cn2c3ccccc3c3nc(=O)cc(C)n32)cc1	-26	-10	1	3.7	-4	-3	3	-24
32	Cc1cc(-c2ccccc2N)n[nH]1	-67	-5	-1	-0.7	11	3	3	-21
33	O=C(COc1ccccc1)N=C1SC2CS(=O)(=O)CC2N1Cc1ccccc1 (stereo unspecified)	19	-7	1	0.0	0	-6	11	-7
34	CCOC(=O)c1sc(=NC(=O)c2cccc(Br)c2)n(C)c1C	-432	-1	-3	-0.6	-4	-2	1	15
35	CCn1ncc(Br)c1C(=O)Nc1ccn(C23CC4CC(CC(C4)C2)C3)n1	8	26	2	2.8	-2	-2	19	3
36	CCOC(=O)C1CC2=C(CCCC2=O)N(Cc2ccccc2)C1=O (stereo unspecified)	-2	10	-2	0.9	/	-5	0	/
37	Cc1cc(C)n2nc(SCc3c(F)cccc3Cl)nc2n1	17	-2	-2	0.3	2	-2	0	1
38	CC1Cc2cc(/C(O)=C3/C(=O)C(=O)N(Cc4cccnc4)C3c3cccc(O)c3)ccc2O1 (stereo unspecified)	-25	6	2	0.8	0	3	-42	9
39	CN(C)/C=C/C(=O)c1ccc(Cl)cc1Cl	-51	-12	-1	-0.4	1	11	0	11
40	COc1ccc(CCN(C)C(=O)c2cc(=O)c3ccccc3o2)cc1OC	1	0	-3	1.8	-9	-3	-4	-7
41	COc1cccc(-c2sc3ccc(OC)cc3c2-c2ccc(OC)cc2F)c1	-74	1	0	-0.4	8	0	8	14
42	COc1cccc2c1C(=O)c1c(O)c3c(c(O)c1C2=O)CC(O)(C(C)=NNC(=O)c1ccc(Cl)c(Cl)c1)CC3OC1CC(N)C(O)C(C)O1 (stereo unspecified)	47*	14	-18	-4.5	/	13	-17	/
43	CCOc1ccc(C2CC(=O)NC(SCC(=O)OC)=C2C#N)cc1 (stereo unspecified)	6	-2	2	-1.6	2	-2	14	-4
44	COC(=O)c1cc(S(=O)(=O)N(C)C2CCCCC2)oc1C	-237	-4	-1	2.9	8	-3	-15	-31
45	O=C1[C@H](Cc2ccccc2)NCC=CC[C@H](c2ccco2)N1Cc1ccccc1	15	3	0	-1.8	/	-2	-5	/
46	O=C1CNC(=S)N1Cc1ccccc1	-4	-1	-21	0.1	-2	-8	-6	-13
47	Nc1ccn(Cc2ccccc2)n1	10	5	0	-2.6	-1	-1	-17	8
48	CCN(CC)C(=O)CN(c1cccc([N+](=O)[O-])c1)S(=O)(=O)c1ccccc1	9	5	4	-0.5	4	1	-5	-5
49	CC1CCCN(c2ccc(C(=O)OCC(=O)N3c4ccccc4Sc4ccccc43)cc2[N+](=O)[O-])C1 (stereo unspecified)	29	3	-8	6.9	7	-4	13	5
50	Cc1c(Cl)cccc1NC(=O)CSc1sc2c(O)cc(=O)[nH]c2c1C#N	-14	-6	-1	-0.9	4	0	10	11

More records follow:
#	SMILES	SENP8 inh	ATG4B inhibitor	NR3A LBD binder	MPTP block	SENP7 inh	HKDC1 inhibitor	PfGluPho inh	SENP6 inh
51	O=C(COC(=O)CCN1C(=O)C2CC=CCC2C1=O)Nc1ccc(Cl)cc1F (stereo unspecified)	8	-3	0	-2.2	-11	2	-2	-17
52	CN(C)C(CNC(=O)c1cc(S(=O)(=O)N(C)c2ccc(F)cc2)ccc1Cl)c1ccco1 (stereo unspecified)	-20	6	0	7.9	6	1	-1	-8
53	CCCCc1ccc(NC(=S)N2CCN(C(=O)OCC)CC2)cc1	6	0	0	0.2	2	1	6	-8
54	Cc1nn(Cc2ccccc2Cl)c2sc(C(=O)Nc3ccccc3N3CCOCC3)cc12	-3	7	-1	4.6	-5	3	15	-8
55	CC/C(C)=C1\SC(N2CCN(c3cccc(C(F)(F)F)c3)CC2)=NC1=O	13	-8	2	17	4	2	0	7
56	COc1ccc2[nH]c(=O)c(CN(C)C(=O)c3ccncc3)cc2c1	-245	5	2	2.8	-6	8	6	-12
57	Cc1[nH]c2ccc(F)cc2c1CCN(Cc1ccncc1)C(=S)Nc1ccc(F)cc1	10	-3	-5	-2.5	-9	0	9	-12
58	NC(=O)C1(N2CCCCC2)CCN(C2CC(=O)N(Cc3cccs3)C2=O)CC1 (stereo unspecified)	5	-9	3	-0.1	-8	2	9	-22
59	NC(=O)CC(NC(=O)c1ccc(Br)cc1)c1ccc(N2CCC(Cc3ccccc3)CC2)c([N+](=O)[O-])c1 (stereo unspecified)	23	-2	-2	-0.1	-7	0	-19	2
60	O=C(O)c1ccccc1C(=O)Nc1cc(C(F)(F)F)ccc1N1CCCC1	15	-1	1	-0.2	-1	6	10	-12
61	Cc1nn(-c2ccc(C(=O)O)cc2)c2c1C(=O)CC(C)(C)C2	14	-2	1	1.8	-2	-6	12	-17
62	Cn1c(CCNC(=O)c2ccccc2)nc2ccccc21	14	11	-4	-0.5	5	3	-2	1
63	Cc1ccc(CC(=O)CCc2ccccc2)cc1	19	8	-3	-1.5	1	-5	11	-4
64	O=C(CSc1ncnc2sccc12)N1CCCCC1	-1	-7	0	-1.2	-1	-8	3	-22

Some of these compounds in order of molecular weight, rising:
#	SMILES	SENP8 inh	ATG4B inhibitor	NR3A LBD binder	MPTP block	SENP7 inh	HKDC1 inhibitor	PfGluPho inh	SENP6 inh
61	Cc1nn(-c2ccc(C(=O)O)cc2)c2c1C(=O)CC(C)(C)C2	14	-2	1	1.8	-2	-6	12	-17
57	Cc1[nH]c2ccc(F)cc2c1CCN(Cc1ccncc1)C(=S)Nc1ccc(F)cc1	10	-3	-5	-2.5	-9	0	9	-12
52	CN(C)C(CNC(=O)c1cc(S(=O)(=O)N(C)c2ccc(F)cc2)ccc1Cl)c1ccco1 (stereo unspecified)	-20	6	0	7.9	6	1	-1	-8

Gathered by group, those above containing a Cl atom
#	SMILES	SENP8 inh	ATG4B inhibitor	NR3A LBD binder	MPTP block	SENP7 inh	HKDC1 inhibitor	PfGluPho inh	SENP6 inh
8	O=C(NCCOc1ccc(Cl)cc1)c1ccc2c(c1)OCCO2	14	-2	-1	-0.6	-9	-3	9	-15
14	Cn1cncc1COC(=O)c1ccc(Cl)cc1	1	3	-1	-0.5	1	-2	-5	0
23	Cc1noc(C)c1C(=O)Nc1nc2ccc(Cl)cc2s1	-48	1	-5	3.5	94*	-3	31	96*
37	Cc1cc(C)n2nc(SCc3c(F)cccc3Cl)nc2n1	17	-2	-2	0.3	2	-2	0	1
39	CN(C)/C=C/C(=O)c1ccc(Cl)cc1Cl	-51	-12	-1	-0.4	1	11	0	11
42	COc1cccc2c1C(=O)c1c(O)c3c(c(O)c1C2=O)CC(O)(C(C)=NNC(=O)c1ccc(Cl)c(Cl)c1)CC3OC1CC(N)C(O)C(C)O1 (stereo unspecified)	47*	14	-18	-4.5	/	13	-17	/
50	Cc1c(Cl)cccc1NC(=O)CSc1sc2c(O)cc(=O)[nH]c2c1C#N	-14	-6	-1	-0.9	4	0	10	11
51	O=C(COC(=O)CCN1C(=O)C2CC=CCC2C1=O)Nc1ccc(Cl)cc1F (stereo unspecified)	8	-3	0	-2.2	-11	2	-2	-17
52	CN(C)C(CNC(=O)c1cc(S(=O)(=O)N(C)c2ccc(F)cc2)ccc1Cl)c1ccco1 (stereo unspecified)	-20	6	0	7.9	6	1	-1	-8
54	Cc1nn(Cc2ccccc2Cl)c2sc(C(=O)Nc3ccccc3N3CCOCC3)cc12	-3	7	-1	4.6	-5	3	15	-8
